Rev-erbA mod – modulators of Rev-erb alpha DNA binding, primary screen, biochemical, FITC-DNA, fluorescence polarization, uHTS; Nuclear receptor subfamily 1 group D member 1 (Homo sapiens), P20393; Rev-erbα–FITC-DNA binding, 90 min; activity, % at 10 µM; hit rate 0.79% among 370,000; AID 1259318, 2017;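 active means activity above about 14%, limit read from the data; passing the limit was not always enough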;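 further: 0% = DMSO wells with 35 nM protein and 100% = DMSO wells with 750 nM protein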
Target sequence (P20393 whole entry, looked up): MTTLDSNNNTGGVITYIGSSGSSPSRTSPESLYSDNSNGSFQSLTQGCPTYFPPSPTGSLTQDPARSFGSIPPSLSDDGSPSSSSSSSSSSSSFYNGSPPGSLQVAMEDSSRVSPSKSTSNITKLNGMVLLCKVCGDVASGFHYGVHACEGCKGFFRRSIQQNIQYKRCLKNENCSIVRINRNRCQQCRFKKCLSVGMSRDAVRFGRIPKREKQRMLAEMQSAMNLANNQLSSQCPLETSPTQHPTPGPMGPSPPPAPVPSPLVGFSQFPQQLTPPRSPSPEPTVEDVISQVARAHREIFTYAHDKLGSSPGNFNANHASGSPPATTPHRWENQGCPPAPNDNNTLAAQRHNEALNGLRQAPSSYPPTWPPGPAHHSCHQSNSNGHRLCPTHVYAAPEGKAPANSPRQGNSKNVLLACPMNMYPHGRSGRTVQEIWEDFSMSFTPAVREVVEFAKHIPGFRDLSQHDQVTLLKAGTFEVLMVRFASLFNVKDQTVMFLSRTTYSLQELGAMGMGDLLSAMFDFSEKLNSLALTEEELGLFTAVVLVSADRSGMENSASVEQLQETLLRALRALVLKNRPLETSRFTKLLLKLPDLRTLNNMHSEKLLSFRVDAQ
sPLA2-III inh – human group III sPLA2 inhibitors, primary screen, biochemical, QFRET, BODIPY PC-A2 liposome substrate | QFRET BODIPY PC-A2 liposome hydrolysis, fluorescence | inhibition, % at 12.2 µM | hit rate 0.56% among 370,000 | AID 743126, 2013;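 active means inhibition above mean plus 3 SD of compounds lying within the high and low control bounds, cut at about 19% in these data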;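 further: 0% = median of test compound wells and 100% = no enzyme DMSO wells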
DAX1 inh-1 – DAX1 (NR0B1) inhibitors on StAR promoter, primary screen, cell-based, luminescence, SF-1 (NR5A1), full-length DAX-1; HEK293T StAR-luciferase reporter, SF-1/DAX-1 repression relief; inhibition, % at 6.8 µM; hit rate 1.1% among 370,000; AID 652010, 2013;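 active means inhibition above the mean over all tested compounds plus 3 SD, cut at about 3.6% in these data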;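 further: 0% = DAX-1 cells with DMSO and 100% = cells lacking DAX-1 with DMSO; higher inhibition means more luminescence from relief of DAX-1 repression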
ssDAF12 agonist – S. stercoralis DAF-12 nuclear receptor activators, primary screen, cell-based, luminescence, HEK293, GRIP1 co-expression, lit1-tk-luc; HEK293 ssDAF-12/GRIP1 lit1-tk-luc reporter; % of 3 µM dafachronic acid response; activation, % at 6.8 µM; hit rate 1% among 370,000; AID 652126, 2013;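 active means activation above the mean over all tested compounds plus 3 SD, cut at about 0.9% in these data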;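 further: 0% = DMSO-only wells and 100% = 3 µM delta7-dafachronic acid wells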
FXN GAA850 act – FXN promoter activators, primary screen, cell-based, luciferase luminescence, HEK293 lucGAA850 | HEK293 lucGAA850 FXN promoter luciferase reporter, 24 h; percent of 10 µM SAHA response | activation, % at 6 µM | hit rate 0.56% among 360,000 | AID 540364, 2011;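 active means activation above the average of all compounds screened plus 3 SD, cutoff fixed separately per campaign, cut at about 7.5% in these data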;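 further: 0% = DMSO wells and 100% = 10 µM SAHA wells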
hgDAF-12 ag – H. glycines DAF-12 receptor agonists, primary screen, cell-based, luminescence, HEK293, GAL4 fusion, UAS-luciferase; Nuclear hormone receptor DAF-12 (Heterodera glycines), GAL4 fusion; HEK293 GAL4-hgDAF12 UAS-luciferase reporter, agonist luminescence; normalized to butyrate control; activation, % at 6.8 µM; hit rate 1.8% among 370,000; AID 687014, 2013;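 active means activation above a cutoff set at the mean of all screened compounds plus 3 SD, cut at about 10% in these data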;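 further: 0% = DMSO wells and 100% = sodium butyrate wells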
DAX1 inh-2 – DAX1 (NR0B1) inhibitors, primary screen, cell-based, HEK293, Gal4-DAX1, luciferase luminescence; HEK293 Gal4-DAX1 luciferase reporter; inhibition, % at 6.75 µM; hit rate 0.99% among 340,000; AID 504766, 2011;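 active means inhibition above the mean over all tested compounds plus 3 SD, cut at about 4.2% in these data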;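 further: 0% = DAX1-transfected cells with DMSO and 100% = empty-vector control cells with DMSO; inhibition shows as a rise in luminescence from relieved DAX1 repression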
Target sequence (P51843 207-470 limits assumed): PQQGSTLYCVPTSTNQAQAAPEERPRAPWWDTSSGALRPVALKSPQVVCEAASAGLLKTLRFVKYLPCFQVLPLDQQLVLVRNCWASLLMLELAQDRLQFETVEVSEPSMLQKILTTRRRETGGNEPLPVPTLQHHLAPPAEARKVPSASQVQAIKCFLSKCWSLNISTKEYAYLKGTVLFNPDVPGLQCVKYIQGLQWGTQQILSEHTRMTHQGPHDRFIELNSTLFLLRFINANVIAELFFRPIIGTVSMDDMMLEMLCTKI
PG9 binder – binders of HIV-1 gp120 antibody PG9, primary screen, biochemical, TR-FRET; AID 624416, 2012; hit rate 0.43% among 360,000; HIV-1 gp120 / PG9 antibody interaction; TR-FRET gp120-PG9 antibody binding; inhibition, % at 6.7 µM; in the data active means inhibition above about 8.5%
SMARCA2 activ – SMARCA2 (BRM) function activators, primary screen, cell-based, luminescence, high throughput; MG213 cells, MMTV-luciferase reporter, dexamethasone, overnight; hit rate 1% among 370,000; activation, % at 9.1 µM; AID 652017, 2013; in the data active means activation above about 7.8%;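 further: 0% = vehicle wells and 100% = reference activator wells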
hcDAF12 agonist – H. contortus DAF-12 nuclear receptor activators, primary screen, cell-based, luminescence, HEK293, lit1-tk-luc reporter; hit rate 1.4% among 370,000; activation, % at 6.8 µM; HEK293 hcDAF-12 lit1-tk-luc reporter; 0% DMSO, 100% Δ7-dafachronic acid;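 active means activation above the mean of all tested compounds plus 3 SD, cut at about 5.5% in these data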;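 further: 100% = response to 3 µM Δ7-dafachronic acid high control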
PLC-beta3 inh – human PLC-beta3 inhibitors, primary screen, biochemical, fluorescence. 1-phosphatidylinositol 4,5-bisphosphate phosphodiesterase beta-3 (Homo sapiens), Q01970. Purified PLC-beta3, fluorogenic substrate. inhibition, % at 12.2 µM. hit rate 0.18% among 370,000; in the data active means inhibition above about 11%;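 further: 0% = median of compound wells on plate and 100% = full blocker control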
* hit, by the source's call; i = inactive; / = no result given. Compounds were not picked by outcome (roughly 7% active in at least one column).

SMILES | Rev-erbA mod | sPLA2-III inh | DAX1 inh-1 | ssDAF12 agonist | FXN GAA850 act | hgDAF-12 ag | DAX1 inh-2 | PG9 binder | SMARCA2 activ | hcDAF12 agonist | PLC-beta3 inh
COC(=O)Nc1ccc(S(=O)(=O)N2CCCC(C(=O)N3CCC(C)CC3)C2)cc1 (configuration not stated) | -1 | -1 | -1.5 | -1.8 | -0.4 | -4.9 | -2.5 | 2.4 | -4 | -3.3 | 1
CC(=O)Nc1ccc(C(=O)CN2C(=O)NC3(CCCc4ccccc43)C2=O)c(F)c1 (configuration not stated) | 12 | -4 | 0.1 | -1.2 | -1.2 | -1.6 | 0.6 | -2.0 | -4 | -1.0 | 0
CCC(C)(C)n1nnnc1CN1CCC(NC(=O)c2ccccc2C)CC1 | -1 | 8 | 0.8 | -1.2 | -0.9 | 1.9 | 1.4 | 0.1 | 5 | -1.1 | 5
Nc1ccc(-c2c3ccccc3nc3ccccc23)cc1 | 2 | 4 | -0.5 | -0.7 | 1.1 | -1.1 | -1.4 | -2.3 | 2 | 0.7 | -99
Cc1cc(C)c(N=C2SCC(=O)N2Cc2ccco2)c(C)c1 | 43* | 3 | 0.3 | -0.2 | 1.8 | -0.1 | -0.1 | 0.1 | -5 | -1.0 | -3
COC(=O)C1=C(C)NC(C)=C(C(=O)OC)C1c1ccccn1 | -8 | 22* | 0.2 | -1.9 | -1.0 | -1.1 | -0.4 | -0.4 | -4 | 0.3 | -108
O=C(O)Cn1nc2ccccc2n1 | -1 | 5 | -0.2 | -1.3 | -0.1 | 1.3 | -0.6 | 2.5 | -2 | -1.6 | 2
CCOC(=O)CCCSc1nc(-c2ccc3c(c2)OCO3)cc(C(F)(F)F)c1C#N | 16 | 2 | 0.2 | -0.7 | -0.4 | 2.1 | -0.4 | -1.8 | 8.7* | 1.4 | -31
CCCCn1c(N)c(N(CCC(C)C)C(=O)c2cc(Cl)nc3ccccc23)c(=O)[nH]c1=O | 2 | -2 | -1.1 | -1.1 | 0.4 | -0.5 | 1.1 | -0.9 | -1 | -2.1 | -6
Cn1c(N)c(C(=O)COC(=O)c2cc(C(F)(F)F)nc3ccccc23)c(=O)n(C)c1=O | 0 | -1 | 0.0 | -1.2 | / | 1.2 | / | 0.3 | 0 | -0.7 | 0
COC(=O)C(CC(=O)O)NCc1ccco1 (configuration not stated) | 1 | 6 | -0.2 | -1.1 | 1.4 | -2.0 | 1.3 | -0.7 | -1 | -0.4 | -8
Cc1cccc(NC(=O)c2sc3ncn(CC(=O)N4CCN(c5ccccn5)CC4)c(=O)c3c2C)c1 | 3 | -6 | -0.7 | -0.8 | -1.8 | 2.1 | -0.3 | -1.3 | 0 | 0.9 | 0
Cc1ccc2nc(Cl)c(/C=C/C(=O)c3ccco3)cc2c1 | 6 | -8 | 0.2 | -0.3 | 4.9 | 2.5 | 1.0 | -1.5 | 7 | 0.2 | -11
COc1ccc(-n2cc(-c3ccccc3)c3c(=O)[nH]cnc32)cc1 | 4 | 0 | -0.1 | -1.8 | 4.8 | -4.2 | -0.7 | -2.4 | 3 | -2.2 | 3
CCC(=O)Nc1cc(C(F)(F)F)ccc1N1CCCC1 | 2 | 7 | 0.2 | -1.3 | -0.7 | -1.4 | -0.5 | 0.6 | -2 | -1.1 | -3
COc1ccc2c(=O)cc(-c3ccccc3F)oc2c1 | -3 | 1 | 0.5 | 0.6 | 0.8 | 7.2 | 2.8 | 0.7 | 9.9* | 1.3 | -20
O=C1[C@H](Cc2ccccc2)NCCCC[C@H](c2ccco2)N1Cc1ccccc1 | -2 | 1 | 0.2 | -0.9 | 3.3 | 0.5 | 0.1 | 1.2 | 1 | -1.0 | 1
Cc1ccc(Cl)cc1N1CCN(S(=O)(=O)c2ccc3c(c2)oc(=O)n3C)CC1 | 2 | -3 | 0.7 | -1.7 | 0.8 | -0.3 | -0.8 | -0.2 | -3 | -0.1 | -1
O=C(Nc1cccc(-n2cccn2)c1)C1CCCN(Cc2ccc(C#CCCO)cc2)C1 (configuration not stated) | 1 | -26 | -1.3 | -1.3 | -2.0 | 0.1 | -0.3 | -4.3 | 0 | 0.2 | -1
CCOC(=O)CCCNC(=O)CCNC(=O)c1ccc(OCC)cc1 | 0 | 1 | -0.1 | -1.4 | 1.7 | 0.1 | -0.4 | 1.0 | -1 | -1.7 | 1
CC1C(=NO)C(C)C(c2ccc(N(C)C)cc2)NC1c1ccc(N(C)C)cc1 (configuration not stated) | / | 7 | -0.4 | -1.3 | 0.3 | -1.1 | 1.2 | -0.5 | 0 | -1.3 | -9
COc1ccccc1CNC(=O)C1CCCN(S(=O)(=O)c2ccc3c(c2)CC(C)N3C(C)=O)C1 (configuration not stated) | 2 | -7 | 0.0 | -1.3 | -2.1 | 0.0 | -1.9 | 0.0 | -2 | -1.5 | -4
CCCNC(=S)N1CCC(NC(=O)c2cccc(C)c2)CC1 | -3 | 20* | -0.1 | -1.2 | 1.0 | -0.6 | 0.6 | 0.1 | -4 | -2.3 | -1
C[C@H]1CN([C@@H](C)CO)C(=O)c2cc(-c3ccccc3F)cnc2O[C@H]1CN(C)C(=O)C1CCOCC1 | -2 | 9 | -0.4 | -0.2 | -0.5 | -0.7 | 1.1 | -3.1 | -3 | -1.0 | 0
CCOc1ccc(Br)cc1C(=S)N1CCCC1 | -2 | 1 | -0.8 | -1.7 | -0.6 | 0.6 | 1.5 | 1.4 | -1 | -1.4 | 1
SMILES | Rev-erbA mod | sPLA2-III inh | DAX1 inh-1 | ssDAF12 agonist | FXN GAA850 act | hgDAF-12 ag | DAX1 inh-2 | PG9 binder | SMARCA2 activ | hcDAF12 agonist | PLC-beta3 inh
COc1cccc(C(=O)OCC(=O)NCCc2ccccc2)c1OC | -3 | -2 | 0.1 | -1.4 | -0.6 | -0.1 | -0.7 | -2.9 | -3 | -1.3 | 6
CCOc1ccc(OCC(O)CNC2CCN(Cc3ccccc3)CC2)cc1 (configuration not stated) | -5 | -8 | 0.6 | -0.5 | 1.3 | -0.9 | 0.3 | 0.1 | -2 | -1.5 | 0
Cc1noc(C)c1COc1cccc(C(=O)NCc2ccccc2Cl)c1 | 8 | -2 | -0.4 | -1.1 | 1.2 | -1.9 | -0.1 | -1.0 | 1 | -1.5 | 2
CC(NC(=O)c1ccccc1Cl)C(=O)NCc1cccs1 (configuration not stated) | -2 | -8 | -0.1 | -1.1 | 0.1 | 0.9 | -0.6 | 0.6 | -3 | 1.0 | -3
N#CC1=C2N=C(N)c3ccccc3N2C2=C(C(=O)CCC2)C1c1ccc(Cl)cc1 (configuration not stated) | 2 | -10 | -1.8 | -1.0 | -0.7 | 5.7 | 1.1 | -2.2 | 0 | -2.0 | -59
CC(=O)c1ccc(-c2cc(C(C)=O)c3n(c2=O)CCC3)cc1 | 0 | 0 | -1.1 | -0.9 | / | -0.7 | / | / | -1 | -2.7 | i
COc1ccc(OCC(=O)NCC(c2ccc(OC)cc2)N2CCCCC2)cc1 (configuration not stated) | -4 | 7 | 3.0 | -1.5 | 0.8 | -2.6 | 1.1 | -1.0 | -1 | -0.6 | -5
CC(=O)C1CCC2C3CCC4=CC(=O)CCC4(C)C3(F)C(O)CC12C (configuration not stated) | 5 | -3 | 2.6 | -1.7 | 0.5 | -2.6 | 0.4 | 1.5 | -6 | -0.3 | 6
CC1(C)CC(=O)C/C(=N\NC(=S)NCc2ccccc2)C1 | -5 | 5 | -0.1 | -2.3 | 0.2 | -0.6 | 2.8 | -0.1 | 1 | -0.1 | -7
COc1ccc2nc(NC(=O)C3CCCN3S(=O)(=O)c3ccc(C)cc3)sc2c1 (configuration not stated) | 0 | -29 | -1.1 | -1.6 | -4.0 | -0.7 | -0.6 | -2.2 | -1 | -2.6 | 7
CCC(=O)OCC(=O)Nc1cc([N+](=O)[O-])ccc1Cl | 2 | -3 | 0.5 | -1.8 | 1.3 | -1.0 | -0.2 | -2.6 | 2 | -1.2 | -1
CN(C(=O)CSc1nc2ccccc2n1C)C1CCS(=O)(=O)C1 (configuration not stated) | -1 | 1 | 2.0 | -0.7 | -0.5 | 1.0 | -0.1 | -2.5 | -2 | -1.5 | -1
CCCCNC(=O)c1ccc(CS(=O)(=O)c2ccccc2OC)o1 | -7 | 7 | -0.1 | -0.6 | 0.7 | -0.7 | -1.3 | -0.4 | -2 | 0.5 | -9
O=C(O)C1CC(=O)N(c2ccc(F)cc2)C1 (configuration not stated) | -2 | -4 | 0.9 | -0.4 | 0.6 | -0.5 | -0.8 | 2.0 | -1 | -0.9 | 2
O=C(COC(=O)Cc1ccsc1)Nc1ccc(Cl)c(S(=O)(=O)N2CCOCC2)c1 | 0 | -13 | 0.3 | -1.4 | -2.9 | -0.2 | -0.4 | -0.9 | 6 | -0.7 | 0
CCOc1ccc(-n2c(C)cc(C(=O)NS(=O)(=O)c3ccc(C)cc3)c2C)cc1 | 2 | 8 | 1.2 | -1.3 | 0.3 | 1.1 | 1.5 | -1.6 | -4 | 1.4 | -1
COc1ccc(NS(=O)(=O)c2ccc(-n3cnnn3)cc2)cc1OC | 7 | -2 | -4.1 | -1.4 | -2.9 | -4.1 | -0.9 | -4.2 | -3 | -3.8 | -10
O=C(COc1ccccc1)NCC(=O)Nc1cccc2ccccc12 | 10 | 1 | -0.3 | -1.4 | -0.5 | 0.8 | -0.6 | 0.8 | -4 | -0.4 | -4

Some entries already given with just DAX1 inh-1 and Rev-erbA mod:
Structure	DAX1 inh-1	Rev-erbA mod
CC1C(=NO)C(C)C(c2ccc(N(C)C)cc2)NC1c1ccc(N(C)C)cc1 (configuration not stated)	-0.4	/
COc1ccccc1CNC(=O)C1CCCN(S(=O)(=O)c2ccc3c(c2)CC(C)N3C(C)=O)C1 (configuration not stated)	0.0	2
CCCNC(=S)N1CCC(NC(=O)c2cccc(C)c2)CC1	-0.1	-3

Assay outcomes as filed in PubChem BioAssay.
